# High-throughput results deposited in PubChem BioAssay by National Center for Advancing Translational Sciences (NCATS).
# GLP1R cytotox: cytotoxicity in counter-screen for GLP-1R inverse agonists. HEK293 cAMP-luciferase reporter cells, luminescence, 24 h. actives 0.13% (n = 410,000). Potency, µM (doses to about 38.3 µM), inactives show at the highest dose activity change, negative = inhibition, hits mostly inhibitors. AID 624418;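 further: loss of luciferase light is scored as toxicity; potency means the concentration at half of the fitted maximal effect; on the % scale 0 is the no-effect control and ±100 the full control effect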
#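 MLSMR compounds, 24 hr on cells at 37 deg C/5% CO2; luminescence after luciferase reagent (12 min RT). Inhibition counted as the undesired cytotoxic outcome.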
# TDP-43 yeast inh: rescues yeast growth from TDP-43 toxicity; TDP-43 expressing yeast growth rescue, BacTiter-Glo, 24 h; Potency, µM (doses to about 46.1 µM), without a hit: top-dose growth rescue (activation), usual class: activators; actives 1.8% (n = 410,000); further: potency means the concentration at half of the fitted maximal effect; % of control where 0% means no effect; nearly all actives have a fitted effect of over 50% in size
#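 Luminescence from BacTiter-Glo reports growth of TDP-43-expressing yeast after 24 hr at 30 deg C with compound. Cells were raffinose-pregrown to mid-log, then seeded in galactose medium at OD600=0.02.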
# Abeta rescue: A-beta toxicity reversal in yeast | yeast expressing A-beta42, growth rescue, OD600, 48 h; response scale: 0% DMSO, 100% iron-clioquinol control | Potency, µM (highest dose often 46.1 µM), without a hit: at the highest dose growth rescue, hits mostly activators | actives 0.063% (n = 410,000) | AID 1347071; further: potency means the concentration at half of the fitted maximal effect; nearly all actives have a fitted effect of over 55% in size
#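 Yeast A-beta toxicity model in growth medium with pinned compounds, 48 h at 30 C; growth read as absorbance at 600 nm. Normalized to FeCl3/clioquinol equimolar mix (positive) and DMSO (negative).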
# GLP-1R inv ag: inverse agonists of human GLP-1 receptor; HEK293 GLP-1R CRE-luciferase, luminescence, 24 h; GLP-1R form is constitutively active; Potency, µM (doses to about 38.3 µM), for the others: at the top dose activity change, negative = inhibition, hits mostly inhibitors; actives 1.6% (n = 410,000); AID 624417; further: potency means the concentration at half of the fitted maximal effect; on the % scale 0 is the no-effect control and ±100 the full control effect; nearly all actives have a fitted effect of over 55% in size
# Target sequence (P43220 whole entry, looked up): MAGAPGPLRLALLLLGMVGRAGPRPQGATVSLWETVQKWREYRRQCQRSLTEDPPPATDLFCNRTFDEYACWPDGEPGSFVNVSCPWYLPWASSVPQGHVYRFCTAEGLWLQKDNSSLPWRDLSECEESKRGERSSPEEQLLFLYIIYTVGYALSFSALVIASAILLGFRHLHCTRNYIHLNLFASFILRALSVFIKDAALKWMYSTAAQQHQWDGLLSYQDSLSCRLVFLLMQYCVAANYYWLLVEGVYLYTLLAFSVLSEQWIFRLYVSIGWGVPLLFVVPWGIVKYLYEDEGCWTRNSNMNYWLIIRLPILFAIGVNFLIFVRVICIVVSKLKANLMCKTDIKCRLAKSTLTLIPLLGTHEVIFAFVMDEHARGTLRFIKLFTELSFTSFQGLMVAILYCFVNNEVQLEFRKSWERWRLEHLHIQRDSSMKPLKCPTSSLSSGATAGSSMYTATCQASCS
#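 Readout was luciferase luminescence, measured 12 min after detection reagent at room temperature. Beforehand, GLP-1R reporter HEK293 cells had sat 12 h, then received compounds for 24 hr at 37 deg C.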
# pAkt inh: inhibitors of Akt phosphorylation. activity change, % for hits at 50 µM. actives 0.32% (n = 360,000). Neuro2A IGF-stimulated pAkt S473 HTRF, 20 min; hits give low values; in the data active means activity change below about -80%; inconclusive means mostly about -51% to -80%; further: on the % scale 0 is the no-effect control and ±100 the full control effect
#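 Neuro2A cells in DMEM with 0.5% FBS, overnight at 37 deg C, given compound at single 50 µM final, then IGF (6 nM final) for 20 min at 37 deg C. Lysed; phospho-Akt Ser473 by HTRF after 24 h, 665/615 ratio.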
# aSyn yeast inh: inhibitors of alpha-synuclein toxicity in yeast; Yeast expressing alpha-synuclein, growth rescue, BacTiter-Glo, 24 h; Potency, µM (series often up to 46.1 µM), inactives show at the top dose growth rescue (activation), actives largely listed as activators; actives 0.14% (n = 370,000); further: potency means the concentration at half of the fitted maximal effect; % of control where 0% means no effect; nearly all actives have a fitted effect of over 65% in size
#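 Galactose-induced alpha-syn yeast (OD600=0.02, raffinose-pregrown) + pinned cpd, 24 hr, 30 deg C; growth by BacTiter-Glo luminescence. Growth restoration scores as activation.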
# Mm-Cpn inhibitor: inhibitors of Methanococcus maripaludis chaperonin (MmCpn); actives 0.031% (n = 330,000); purified Mm-Cpn ATPase, ADP Transcreener TR-FRET; Potency, µM (titrated, usually from 76.9 µM), for inactives: top-dose activity, negative = inhibition, usual class: inhibitors; further: potency means the concentration at half of the fitted maximal effect; on the % scale 0 is the no-effect control and ±100 the full control effect; nearly all actives have a fitted effect of over 80% in size
#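 Measured: ADP formation by purified Mm-CPN. Conditions: 25 nM protein, 10 uM ATP, Tris pH 7.4 with Mg2+, K+ and DTT, 37°C for 30 min. Detection: Transcreener HTRF after 30 min at room temperature.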
# PTHR1 ag: PTHR1 (human) receptor agonism; Q03431; Potency, µM (series often up to 115 µM), for inactives: at the top dose activation, usual class: activators; HEK293 GP2 PTHR1 cells, GloSensor cAMP luminescence, 1 h; AID 743266; actives 0.075% (n = 410,000); further: potency means the concentration at half of the fitted maximal effect; nearly all actives have a fitted effect of over 55% in size; some results filed as inactive show a strong effect at the top dose; inactives centre near -15; many of its hits are not listed in these tables
# Target sequence (Q03431 whole entry, looked up): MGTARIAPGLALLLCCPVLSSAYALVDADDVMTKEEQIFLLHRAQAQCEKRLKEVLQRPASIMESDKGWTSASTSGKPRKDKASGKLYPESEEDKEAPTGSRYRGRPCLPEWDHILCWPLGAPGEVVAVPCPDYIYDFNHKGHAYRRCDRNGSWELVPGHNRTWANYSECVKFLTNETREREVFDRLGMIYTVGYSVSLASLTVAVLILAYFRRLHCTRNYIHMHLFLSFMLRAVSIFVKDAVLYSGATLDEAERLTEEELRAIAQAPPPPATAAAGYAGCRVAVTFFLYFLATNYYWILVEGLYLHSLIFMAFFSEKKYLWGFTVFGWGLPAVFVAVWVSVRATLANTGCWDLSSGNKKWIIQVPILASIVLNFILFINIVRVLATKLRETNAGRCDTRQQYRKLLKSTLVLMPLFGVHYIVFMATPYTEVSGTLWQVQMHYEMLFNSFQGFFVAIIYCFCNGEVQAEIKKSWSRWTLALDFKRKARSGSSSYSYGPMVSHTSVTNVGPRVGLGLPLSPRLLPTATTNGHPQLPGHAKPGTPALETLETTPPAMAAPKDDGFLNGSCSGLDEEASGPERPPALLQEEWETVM
#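 HEK-293-derived GP2 cells expressing PTHR1 and a GloSensor cAMP reporter, 3,000/well, plated overnight, given luciferin plus IBMX (each 0.5 mM as added) for 1 h at 37 °C, then compound for 1 h at 37 °C. Luminescence was read after 15 min at room temperature.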
# FUS yeast rescue: suppressors of FUS proteinopathy in yeast | Potency, µM (highest dose often 76.6 µM), for the others: top-dose growth rescue (activation), most hits filed as activators | actives 0.24% (n = 390,000) | AID 1347120 | S. cerevisiae FUS-expressing, growth rescue, OD600, 24 h;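 further: potency means the concentration at half of the fitted maximal effect; plate controls were DMSO vehicle for no effect and reference control for full effect; nearly all actives have a fitted effect of over 55% in size; some results filed as inactive show a strong effect at the top dose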
#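 Galactose (2%) drives FUS expression in yeast precultured in raffinose; seeding density OD 0.005. Test compounds incubated 24hr at 30C and 99% humidity before absorbance at 600 nm was measured.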
# * marks the source's active call; other numbers are inactive results; i = inactive; u = inconclusive; x = no result given; & = joins results of further samples; [ ] = another dose, or the depositor's remark. Unless noted, the call rests on the fitted dose curve; in most records, active means well fitted curve in the direction sought with a large enough effect; inconclusive means small, poorly fitted or top-dose-only effect, or another doubt; inactive means no such curve, though single readings can be large; an effect the other way counts as inactive or inconclusive.
SMILES,GLP1R cytotox,TDP-43 yeast inh,Abeta rescue,GLP-1R inv ag,pAkt inh,aSyn yeast inh,Mm-Cpn inhibitor,PTHR1 ag,FUS yeast rescue
CCOC(=O)C1=C(NC#N)OC(C)=C(C)C1c1ccc(O)cc1 (stereo unspecified),-16%,16%,-4%,5%,i,12%,-2%,-2%[57.5 µM],6%
O=C(COc1ccccc1)NNc1c2ccccc2nc2ccccc12,u,-7%,12%,-30%,i,-3%,-9%,-82%[inhibitor],25%
Cc1cc(NC(=O)c2cc(-c3ccco3)on2)n(-c2ccccc2)n1,0%,-9%,-10%,0%,i,1%,-4%,-19%[57.5 µM],37%
FC(F)(F)c1ccnc(Oc2ccc(C3=NCCS3)cc2)c1,-3%,4%,5%,3%,i,1%,1%,-86%[inhibitor],27%
Nc1c(C(=O)c2ccc(Cl)cc2)sc2nsc(SCCN3CCOCC3)c12,8%,7%,-11%,37%[activator],i,9%,3%,-21%,-13%
COc1cc(CN(CC(C)C)S(=O)(=O)c2ccccc2Br)cc(OC)c1,-1%,-21%,8%,u,i,-24%,2%,-26%,-12%
Cc1ccc(S(=O)(=O)c2nc(Nc3ccccc3C#N)sc2Cl)cc1,-1%,0%,-10%,16%,i,-21%,-5%,-20%,-19%
Cc1ccc(-n2nc3c(c2NC(=O)CCC2CCCCC2)CS(=O)C3)cc1 (stereo unspecified),-1%,-19%,-14%,u,i,-7%,-1%,-9%,22%
CNC(=S)NNC(=O)c1ccc(=O)n(Cc2cccc(C(F)(F)F)c2)c1,10%,14%,-8%,-2%,i,0%,0%,-28%,1%
CCc1cccc(NC(=O)COC(=O)c2c(-c3ccccc3)noc2C)c1,3%,16%,5%,u,i,-11%,x,-95%[inhibitor],-9%
CC(C)CC(=O)N(c1nnc(-c2cccnc2)s1)C1CCCC1,-7%,-1%,-13%,u,i,8%,-2%,i,0%
O=C(c1ccco1)N1CCN(C2CN(Cc3cn(Cc4ccccc4C(F)(F)F)nn3)S(=O)(=O)C2)CC1 (stereo unspecified),-3%,18%,-8%,14%,i,3%,x,-17%,14%
Cc1ccccc1NS(=O)(=O)c1ccc2[nH]cc(C(=O)NCCCN3CCOCC3)c(=O)c2c1,-4%,-37%[inhibitor],-8%,20%,i,0%,2%,10%[57.5 µM],12%
O=C(O)C(Nc1nc(C(F)(F)F)nc2ccccc12)c1ccccc1 (stereo unspecified),1%,11%,-4%,25%,i,-7%,-1%,i,-10%
O=C(Nc1cccc2cccnc12)c1ccc(Cl)cc1Cl,-1%,19%,-22%,-22%,i,1%,2%,i,34%
Cc1ccc(S(=O)(=O)Nc2cccc(C(=O)N3CCCC3)c2)cc1F,0%,-18%,-5%,-2%,i,-2%,-2%,i,-5%
O=C(NNc1ncnc2c1cnn2-c1ccc(F)cc1)c1cccs1,5%,26%,-4%,32%[activator],i,4%,2%,-15%,9%
Cc1cc(/C=C2/C(=O)N(C)C(=S)N2C)c(C)n1C1CC1,-15%,20%,-1%,50%[activator],i,10%,-10%,-33%[inhibitor],18%
CC1CC1C(=O)OCC(=O)Nc1ccccc1Oc1ccccc1 (stereo unspecified),5%,20%,-6%,-21%,i,11%,-1%,-1%,11%
Cc1ccccc1C(=O)Nc1cccc(-c2ccc(N3CCOCC3)nn2)c1,-1%,13%,19%,49%[activator],i,6%,1%,i,-18%
Nc1ncnc2c1ncn2[C@@H]1O[C@H](CNCc2ccccc2OCC(=O)N2CCCCC2)[C@@H](O)[C@H]1O,-5%,5%,2%,-3%,i,-1%,-1%,-8%,-10%
O=C(NC(=S)Nc1ccc([N+](=O)[O-])cc1)c1ccco1,5%,u,3%,7%,i,0%,x,-27%,-23%
Cc1ccc2c(c1)C=CC(C#N)N2C(=O)c1ccccc1 (stereo unspecified),u,11%,14%,u,i,16%,-2%,-10%,1%
CC1(NC(=O)NCc2ccccc2)CCS(=O)(=O)C1 (stereo unspecified),2%,-4%,-10%,17%,i,-1%,1%,-4%,5%
CC(=O)c1c(C)n(-c2ccc(Br)cc2)c2ccc(O)cc12,-3%,14%,7%,-6%,i,-9%,-1%,-22%,-34%

# At a glance, 3 of the compounds above:
SMILES,GLP1R cytotox,TDP-43 yeast inh,Abeta rescue,GLP-1R inv ag,pAkt inh,aSyn yeast inh,Mm-Cpn inhibitor,PTHR1 ag,FUS yeast rescue
O=C(O)C(Nc1nc(C(F)(F)F)nc2ccccc12)c1ccccc1 (stereo unspecified),1%,11%,-4%,25%,i,-7%,-1%,i,-10%
O=C(Nc1cccc2cccnc12)c1ccc(Cl)cc1Cl,-1%,19%,-22%,-22%,i,1%,2%,i,34%
Cc1ccc(S(=O)(=O)Nc2cccc(C(=O)N3CCCC3)c2)cc1F,0%,-18%,-5%,-2%,i,-2%,-2%,i,-5%

# Reprinted at random: 5 records from the list, in no set order.
SMILES,GLP1R cytotox,TDP-43 yeast inh,Abeta rescue,GLP-1R inv ag,pAkt inh,aSyn yeast inh,Mm-Cpn inhibitor,PTHR1 ag,FUS yeast rescue
O=C(Nc1cccc2cccnc12)c1ccc(Cl)cc1Cl,-1%,19%,-22%,-22%,i,1%,2%,i,34%
CC(C)CC(=O)N(c1nnc(-c2cccnc2)s1)C1CCCC1,-7%,-1%,-13%,u,i,8%,-2%,i,0%
O=C(NC(=S)Nc1ccc([N+](=O)[O-])cc1)c1ccco1,5%,u,3%,7%,i,0%,x,-27%,-23%
FC(F)(F)c1ccnc(Oc2ccc(C3=NCCS3)cc2)c1,-3%,4%,5%,3%,i,1%,1%,-86%[inhibitor],27%
CCc1cccc(NC(=O)COC(=O)c2c(-c3ccccc3)noc2C)c1,3%,16%,5%,u,i,-11%,x,-95%[inhibitor],-9%

# Next results:
SMILES,GLP1R cytotox,TDP-43 yeast inh,Abeta rescue,GLP-1R inv ag,pAkt inh,aSyn yeast inh,Mm-Cpn inhibitor,PTHR1 ag,FUS yeast rescue
CCOC(=O)c1cn(CC(=O)Nc2ccc(C(C)C)cc2)nn1,11%,-8%,13%,-5%,i,1%,-2%,-8%[57.5 µM],6%
COc1ccc(OC)c(CNC(=O)CCn2c(=O)c3cccn3c3ccc(F)cc32)c1,-8%&0%,0%&7%,3%&-47%,3%&16%,i,-4%,-1%,i,-21%&-4%
CN(C)S(=O)(=O)Oc1cc(Cl)ccc1C(=O)Nc1ccc(F)cc1F,5%,-9%,-2%,-27%,i,u,0%,-10%,-29%
O=c1oc([C@@H](O)c2ccccc2)cc2ccccc12,6%,34%,-10%,19%,i,-2%,0%,-4%,-5%
CCN(CC)S(=O)(=O)c1ccc(Cl)c(NC(=O)COC(=O)c2nc3nc(C)cc(C)n3n2)c1,4%,13%,-1%,-5%,i,7%[1.84 µM],-1%,i,u
O=C(Oc1ccccc1F)c1nc(SCc2ccc(F)cc2)ncc1Cl,0%,-5%,-3%,5%,x,x,x,i,-17%
COc1ccc(Br)cc1S(=O)(=O)N1CCN=C1c1ccccc1,-3%,19%,4%,-14%,i,8%,2%,i,x
COC(=O)c1ccc(COc2ccc(C(C)(C)C)cc2)o1,14%,u,-3%,u,i,4%,0%,-49%[inhibitor],-18%
OC1COC(c2ccccc2)OC1C(O)C1OC(c2ccccc2)OCC1O (stereo unspecified),-12%,-4%,7%,7%,i,0%,x,i,26%
COc1cccc(Nc2cc(C)nc3nc(-c4ccc(Cl)cc4)nn23)c1,12%,16%,-8%,2%,x,x,x,i,-3%
COc1cccc(CN(C)CC(=O)Nc2cc(S(=O)(=O)N3CCCC3)ccc2Cl)c1OC,4%,-3%,-5%,7.9µM*,i,-1%,-1%,-43%[inhibitor],17%
Cc1cccc(Oc2ncnc3onc(C)c23)c1,1%,-5%,6%,22%,i,0%,0%,i,11%
CCOC(=O)c1ccc(-c2csc(NC(=O)CN3CCC(C)CC3)n2)cc1,2%,9%,-13%,6%,i,2%,-1%,-19%,4%
c1ccc(-n2ncc3c(NCc4ccccn4)ncnc32)cc1,-12%,1%,4%,-8%,i,u,0%,-3%[57.5 µM],13%
CCOC(=O)c1ccc(Nc2cc(C)nc(N3CCOCC3)n2)cc1,-18%,-7%,-4%,u,i,-6%,-1%,-3%,13%
O=C(Nc1ccc2c(c1)C(=O)OC2)c1ccc(Cl)cc1Cl,4%,-2%,-13%,2%,i,0%,-2%,-1%,12%
CCOC(=O)c1[nH]c(C)c(C(=O)NCCC2=CCCCC2)c1C,-15%,-1%,8%,11%,i,1%,1%,-1%[57.5 µM],21%
Cc1ccc(S(=O)(=O)N2CCOC2CNC(=O)C(=O)NCc2ccncc2)cc1 (stereo unspecified),-3%,-17%,-4%,-1%,i,0%,-7%,i,9%
O=C(O)c1ccc(NC(=O)c2ccccc2NC(=O)c2cccc(Br)c2)cc1,0%,-4%,0%,15%,i,-1%,-5%,-9%,6%
COCCNC(=O)C1(C)C=CC2(CCCCC2)N1C(=O)c1ccccc1 (stereo unspecified),3%,18%,3%,11%,i,-10%,-2%,-22%,-25%
O=C(Nc1ncnc2c1CCC2)C12CC3CC(CC(C3)C1)C2,5%,-8%,-16%,-5%,i,0%,0%,i,21%
Cc1ccc(NC(=O)CNc2cc(S(=O)(=O)N3CCOCC3)ccc2NCC2CCCO2)cc1F (stereo unspecified),-10%,0%,9%,32%[activator],i,-4%,0%,-19%,u
O=C1CCCC2=C1C(c1ccsc1)CC(=O)N2c1ccccc1 (stereo unspecified),-2%,-12%,14%,3%,i,5%,1%,-7%[57.5 µM],18%

# An excerpt, so the mix of outcomes need not match the whole.
